# Coupling enz = inhibits coupling enzyme system, counter-screen for aldolase hits; coupling enzyme system counterscreen, AmpLite Red fluorescence; activity change, negative = inhibition, % at 58.2 µM, hits read low; AID 2472; 290,000 compounds, 0.67% hits; in the data active = activity change below about -30%
#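 Counterscreen of the coupled detection system alone, without aldolase: glyceraldehyde-3-phosphate coupling enzymes plus AmpLite Red readout. Compounds at 57.5 uM final, 10 min RT preincubation, 20 min RT reaction, fluorescence 525/598 nm.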
# USP2a block = blocks human ubiquitin-specific protease USP2a. 330,000 compounds, 0.01% hits. AID 463254. USP2 core, Ub-CHOP2 coupled fluorogenic reporter, 485/531. Potency, µM (series often up to 38.3 µM), inactives show at the highest dose activity change, negative = inhibition, most hits filed as inhibitors;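 note: potency is the fitted concentration of half-maximal effect; plate controls were DMSO wells for no effect and full inhibition by NEM control for full effect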
#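 Cell-free coupled assay: 10nM USP2 core preincubated 30min RT with compound in Tris-HCl pH 8.0/CaCl2/CHAPS buffer, then 25nM Ub-CHOP2 and 25nM reporter substrate; fluorescence (Ex 485/Em 531) read after 60min RT, normalized to NEM inhibition, concentration-response curves fitted.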
# PKM2 act = PKM2 (human) enzyme activation | Potency, µM (highest dose often 57.5 µM), for the others: top-dose activation, hits mostly activators | purified PKM2, Kinase-Glo ATP luminescence, activation; response scale: 0% is enzyme alone, no compound | AID 1631 | 260,000 compounds, 0.34% hits; note: potency is the fitted concentration of half-maximal effect; nearly all actives have a fitted effect of over 55% in size
#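 ATP formation by purified human PK-M2, quantified via coupled luciferase luminescence after 1 h at room temperature with 0.1 mM ADP and 0.5 mM PEP final.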
# GALK inh = galactokinase (human) inhibition | 270,000 compounds, 0.007% hits | AID 1868 | Potency, µM (titrated, usually from 57.5 µM), for inactives: at the top dose activity change, negative = inhibition, most hits filed as inhibitors | Purified GALK, Kinase-Glo residual ATP luminescence; note: potency is the fitted concentration of half-maximal effect
#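 ATP-depletion format; final 35 uM ATP, 100 uM D-galactose, 5 nM enzyme; pH 8.0 HEPES/Mg2+ buffer; 60 min RT; luminescence read 10 min after detection reagent.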
# Eya2 inh = Eya2 (human) phosphatase inhibition; O00167; recombinant Eya2, OMFP fluorescence dephosphorylation (OMFP is methylfluorescein phosphate); Potency, µM (doses to about 76.9 µM), for inactives: at the highest dose activity, negative = inhibition, most hits filed as inhibitors; 330,000 compounds, 0.006% hits; AID 488837; note: potency is the fitted concentration of half-maximal effect
#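 Eya2 protein (added as 0.2 uM solution) was preincubated with compound for 10 min at ambient temperature in 50 mM HEPES pH 7.5, 50 mM NaCl, 5 uM MgCl2, 0.05% BSA, 1 mM DTT. OMFP (added at 50 uM) then reacted 10 min; fluorescence read at 485/525 nm.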
# Giardia kill = Giardia lamblia killing; 340,000 compounds, 0.15% hits; Giardia lamblia trophozoite viability; activity change, % at 7.66 µM, hits read low; AID 540267; in the data active = activity change below about -80%; inconclusive = between about -30% and that limit;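 note: parasites exposed to compound for two days anaerobically before the ATP read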
#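 Compounds were tested on trophozoites seeded at 100 cells/well and held 48 hrs at 37 deg C anaerobically. An ATP-based luminescent kit measured the remaining live cells.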
# BCR signal inh = chronic active BCR signaling inhibition | AID 493014 | 340,000 compounds, 0.05% hits | Potency, µM (titrated, usually from 46.1 µM), without a hit: at the top dose ratio change, negative = lower green/red ratio, usual class: inhibitors | ABC-DLBCL IkBa-CBG/CBR reporter, luminescence ratio, 4 h; active = well fitted inhibition curve with a large enough effect in the signal ratio, with a control signal flat, not every such curve was filed as active; inconclusive = small, poorly fitted or top-dose-only effect, or effect the other way, or a change in a side signal; the % refers to the signal ratio;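 note: potency is the fitted concentration of half-maximal effect; plate controls were basal doxycycline-induced cells for no effect and cells given 10 µM MG132 for full effect; MG132 reads +100%, hits lower the ratio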
#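 Concentration-response series (up to 46 uM) were applied to TMD8 dual-reporter cells for 4 h at 37C with doxycycline. Green/red ratio, after filter-overlap correction, defined %Activity; red signal alone was normalised to basal cells and zero luminescence.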
# uPA generation = cell surface uPA generation inhibition | 330,000 compounds, 0.31% hits | AID 540303 | cell surface uPA generation assay, qHTS | Potency, µM (top dose mostly 38.3 µM), for the others: top-dose activity change, negative = inhibition, usual class: inhibitors; active = well fitted inhibition curve with a large enough effect; inconclusive = small, poorly fitted or top-dose-only effect; inactive = no such curve, though single readings can be large or run the other way; tested in mouse RAW 264.7 cells; note: potency is the fitted concentration of half-maximal effect; nearly all actives have a fitted effect of over 55% in size
# KCNH2 3.1 inh = KCNH2 3.1 (human) potassium channel inhibition. U2OS KCNH2 3.1, thallium flux FluxOr; active compounds read low. activity change, % (tested at about 1.8 µM). 340,000 compounds, 0.95% hits;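 active = maximum activity change below -70%; inconclusive = maximum activity change from -70% to -50%; inactive = maximum activity change above -50%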;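 note: thallium influx rate constant from kinetic fluorescence after stimulation buffer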
#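 FluxOr-based Tl+ influx in U2OS cells transduced with KCNH2 3.1 virus; rate constants normalized to DMSO controls.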
# B2AR arrestin = beta2AR (human) beta-arrestin recruitment activity | P07550 | beta-arrestin recruitment to beta2AR, cell-based reporter | Potency, µM (top dose mostly 46.1 µM), inactives show at the highest dose activation, most hits filed as activators | 330,000 compounds, 0.02% hits;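 note: potency is the fitted concentration of half-maximal effect; 0% = DMSO controls and full agonism = EC100 isoproterenol or metaproterenol; nearly all actives have a fitted effect of over 65% in size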
# hERG WT inh = KCNH2 (human, wildtype) channel inhibition; Q12809; U2OS, BacMam KCNH2, thallium flux FluxOr; active compounds read low; activity change, % at 1.84 µM; 340,000 compounds, 0.37% hits; AID 720551;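 active = maximum activity change below -70%; inconclusive = maximum activity change between -70% and -50%; inactive = maximum activity change above -50%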
# Target sequence (Q12809 whole entry, looked up): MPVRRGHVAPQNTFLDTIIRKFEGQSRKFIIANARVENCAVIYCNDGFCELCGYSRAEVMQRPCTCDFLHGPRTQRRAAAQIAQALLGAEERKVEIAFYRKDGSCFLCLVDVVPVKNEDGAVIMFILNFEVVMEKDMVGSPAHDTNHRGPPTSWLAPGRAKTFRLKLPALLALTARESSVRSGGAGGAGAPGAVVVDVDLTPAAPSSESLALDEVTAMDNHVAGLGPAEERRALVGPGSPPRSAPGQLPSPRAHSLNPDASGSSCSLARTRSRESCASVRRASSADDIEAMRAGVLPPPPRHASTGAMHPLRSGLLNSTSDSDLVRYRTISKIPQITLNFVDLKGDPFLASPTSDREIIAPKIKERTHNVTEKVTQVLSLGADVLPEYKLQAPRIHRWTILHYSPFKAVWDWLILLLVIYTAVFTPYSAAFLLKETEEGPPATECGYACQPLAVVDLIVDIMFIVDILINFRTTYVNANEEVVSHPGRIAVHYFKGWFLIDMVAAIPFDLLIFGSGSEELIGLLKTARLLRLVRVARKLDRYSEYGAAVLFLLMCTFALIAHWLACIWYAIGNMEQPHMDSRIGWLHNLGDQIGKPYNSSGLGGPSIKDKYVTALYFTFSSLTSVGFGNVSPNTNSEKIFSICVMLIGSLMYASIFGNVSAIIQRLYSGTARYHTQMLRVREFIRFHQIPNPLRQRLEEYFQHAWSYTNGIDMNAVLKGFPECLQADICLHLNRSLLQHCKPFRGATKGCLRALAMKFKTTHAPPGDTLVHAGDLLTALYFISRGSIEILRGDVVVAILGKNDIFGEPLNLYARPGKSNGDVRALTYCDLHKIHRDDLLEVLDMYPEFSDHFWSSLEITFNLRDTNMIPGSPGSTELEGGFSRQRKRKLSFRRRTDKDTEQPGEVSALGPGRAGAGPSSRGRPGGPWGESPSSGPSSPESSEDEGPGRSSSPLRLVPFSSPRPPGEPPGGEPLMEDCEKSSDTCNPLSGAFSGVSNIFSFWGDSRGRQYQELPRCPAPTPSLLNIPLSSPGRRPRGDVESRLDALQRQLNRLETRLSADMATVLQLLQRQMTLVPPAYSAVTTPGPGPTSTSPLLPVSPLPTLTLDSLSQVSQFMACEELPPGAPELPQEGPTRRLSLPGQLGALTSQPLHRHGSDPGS
#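 U2OS cells transduced with wild-type KCNH2 virus are loaded with FluxOr dye for 45 min, and thallium flux is measured in kinetic reads before and after stimulation buffer. Rate constants are normalized to DMSO controls.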
# An asterisk follows results filed as active; ? = inconclusive; / = no result given; [ ] = dose if it differs, or a comment. Unless noted, calls come from the whole dose curve; as a rule, active = well fitted curve in the direction sought with a large enough effect; inconclusive = small, poorly fitted or top-dose-only effect, or another doubt; inactive = no such curve, though single readings can be large; an effect the other way counts as inactive or inconclusive. Unless noted, % is set by controls: 0 for no effect and ±100 for the full control effect.
smiles,GALK inh,uPA generation,B2AR arrestin,PKM2 act,Giardia kill,Coupling enz,Eya2 inh,KCNH2 3.1 inh,BCR signal inh,hERG WT inh,USP2a block
CC(C)c1ccc(N2C(=O)CC(NNC(=O)c3cccnc3)C2=O)cc1 (stereo unspecified),-2%,3%,0.1%,0%,11,0,-14%,-15,4%,-4,0%
COc1cccc(-n2c(SCC(=O)N3c4ccccc4CC3C)nnc2-c2ccco2)c1 (stereo unspecified),-2%,6%,-0.9%,-3%,10,-1,-4%,16,-1%,17,-1%
Cc1ccnc(NS(=O)(=O)c2ccc(NC(=O)c3ccc(Cl)cc3[N+](=O)[O-])cc2)n1,-2%,10%,0.4%,-4%[11.5 µM],-6,2,0%,-134*,-1%,-10,-1%
CCOc1cc(/C=C2/SC(=S)N(CC(=O)O)C2=O)ccc1OC(=O)c1cccs1,-2%,-10%,-0.3%,2%,6,10,-18%,4,1%,1,2%
CC(=O)Nc1ccc(NC(=O)CSc2nnc(C)n2-c2ccccc2)cc1,5%,19%,4.7%,0%,0,6,-24%,3,0%,-8,1%
Cn1c(O)c(N=NC(=O)Cn2ccc(C(F)(F)F)n2)c2ccccc21,3%,-2%,3.3%,6%,12,-1,3%,13,-1%,-8,4%
CC1=C(C(=O)OC(C)C)C(c2cccs2)N2C(=O)CCSC2=N1 (stereo unspecified),0%,/,0.1%,3%,-3,3,-6%,24,3%,9,3%
CCOn1c(=O)c(=O)n(OCc2ccccc2)c2ccccc21,0%,2%,-0.4%,-1%,5,0,15%,-13,2%,14,-1%
CCC(C)(C)C1CCc2c(sc(NC(=O)c3cccs3)c2C(N)=O)C1 (stereo unspecified),1%,-4%,-0.1%,0%,-4,1,16%,6,10%,2,-1%
COC(=O)c1ccc(CSc2nc(C)nc3sc(C)c(C)c23)o1,1%,/,0.3%,?,-4,2,-13%,-8,-13%,3,-3%
COC(=O)c1cn(NC(=O)c2ccc(OC)c(OC)c2)c(=O)c2ccccc12,1%,1%,0.1%,?,-4,1,-15%,4,-11%,-2,1%
CCC(=O)Nc1nc2c(OC)ccc(C)c2s1,0%,13%,-2.0%,6%,-5,-1,-5%,-2,?,-12,-2%
Cc1csc(NC(=O)COc2ccc3c(c2)CCC3)n1,/,8%,0.0%,/,-5,/,-6%,-1,?,-5,0%
Cc1ccc(C(c2sc3ncnn3c2O)N2CCC(C)CC2)cc1 (stereo unspecified),0%,10%,-0.5%,6%,-3,0,-5%,-2,2%,-2,-1%
COC(=O)/C=C/c1cnc2ccccc2c1,6%,-5%,-0.2%,-12%,12,1,1%,-2,?,-8,2%
COc1ccc(Cn2cc3c(-c4ccc(F)cc4)nnc-3c3cc(OC)c(OC)cc32)cc1,0%,-21%,1.0%,-16%,-6,-3,-6%,-13,?,-8,5%
COC(=O)C(Cc1c[nH]c2ccccc12)NC(C)=O (stereo unspecified),0%,10%,-0.7%,1%,-10,0,-6%,-20,?,3,1%
Cc1cc(C(=O)CN2C(=O)NC3(CCCCC3)C2=O)c(C)n1Cc1ccc2c(c1)OCO2,-1%,8%,-0.1%,5%,-8,1,16%,13,-1%,-17,-3%
COc1ccc(OCC(O)CN2C(=O)NC(C)(C)C2=O)cc1 (stereo unspecified),3%,-1%,-0.6%,4%,4,1,-5%,-11,?,4,4%
Cc1cc2c(cc3c(=O)n(CC(=O)NCCCN4CC(C)CC(C)C4)ncn32)s1 (stereo unspecified),-6%,4%,0.0%,/,8,/,-6%,-5,3%,39,0%
CC(=O)c1cccc(NC(=O)CC2S/C(=N/N=C/c3cccs3)NC2=O)c1 (stereo unspecified),-2%,3%,-0.4%,2%,-18,2,-9%,2,0%,-16,1%
COc1cc(C(=O)NC(c2ccccc2)c2ccccc2)cc(OC)c1OC,5%,4%,-0.1%,-4%,-3,13,-29%,31,1%,5,0%
Cc1ccnc(Nc2nc(-c3c(C)nc4sccn34)cs2)c1,-1%,-7%,-0.8%,4%,0,-4,-32%,-5,?,5,-6%
CC(CC(=O)N1CCN(c2cccc(Cl)c2)CC1)S(=O)(=O)c1ccc2c(c1)NC(=O)CO2 (stereo unspecified),-4%,?,-0.2%,/,-15,/,7%,-13,?,-15,1%
O=C(COC(=O)/C=C/c1ccccc1)NC(=O)NCc1ccccc1,/,12%,0.0%,/,9,/,-14%,-12,0%,2,-1%
Cc1cccc(C)c1NC(=O)c1c[nH]c2ccccc12,5%,-10%,-0.5%,/,15,-1,-4%,2,?,-6,1%
COc1ccccc1/C=N/NS(=O)(=O)c1ccccc1,2%,2%,0.2%,/,-25,-3,6%,-6,?,-2,0%
COC(=O)CN(c1nc(C)c(Br)c(OC)n1)S(=O)(=O)c1ccccc1,-3%,3%,0.6%,18%,16,0,1%,6,1%,4,3%
CCc1ccccc1NC(=O)NNC(=O)CCc1ccc(OC)cc1,0%,5%,-0.2%,-4%,-16,-2,2%,0,2%,-5,2%
COc1cc([N+](=O)[O-])ccc1-c1ccc(C(=O)Nc2ccc(NC(C)=O)cc2)o1,1%,2%,-0.3%,-9%,-4,-5,0%,-11,5%,-1,0%
c1ccc(-c2cc3c(N4CCCCC4)ncnc3s2)cc1,-3%,-3%,-0.1%,-5%,?,0,-7%,?,0%,-1,4%
Nc1ncnc2c1ncn2[C@@H]1O[C@H](CNCc2cn(CC(=O)NC3CC3)c3ccccc23)[C@@H](O)[C@H]1O,/,8%,-1.4%,/,4,/,7%,-16,0%,15,1%
Cc1cc2c(cc1C)C(c1cccc(F)c1)CC(=O)N2 (stereo unspecified),-3%,-19%,-0.3%,-5%,-27,1,10%,-4,-14%,-5,-1%
Cn1c(N)c(C(=O)CSc2nc3ccccc3c(=O)n2Cc2ccccc2)c(=O)n(C)c1=O,6%,-6%,-0.6%,0%,-6,0,0%,2,0%,-6,-2%
O=C(c1ccncc1)N1N=C(C2CC2)CC1(O)C(F)(F)F (stereo unspecified),-2%,-2%,-0.9%,-2%,10,0,13%,17,-26%,10,0%
O=C(CSc1nc2ccccc2s1)Nc1nccs1,0%,1%,-0.9%,17%,-5,-2,5%,-2,?,2,0%
CCCCN1C(=O)C(=O)N(CC(=O)Nc2cccc(C(C)=O)c2)C1=O,/,3%,0.1%,/,-8,/,-12%,-8,2%,-3,0%
Cc1ccc(OCC(=O)Nc2ccc(N3CCCC3)cc2)cc1C,6%,-4%,0.3%,-10%,-10,-1,-4%,15,-1%,1,?
CCOC(=O)N1CCN(C2CCCN(C(=O)c3cccc(Cl)c3)C2)CC1 (stereo unspecified),5%,1%,0.4%,-9%,-4,/,-12%,/,4%,12,1%
CCCOc1cccc(C(=O)Nc2cccc(NC(=O)c3ccco3)c2)c1,9%,-6%,0.5%,-2%,8,-2,-9%,-13,?,5,4%
Cc1cc(S(=O)(=O)Nc2noc3ccccc23)ccc1F,1%,2%,-0.2%,/,12,11,-1%,0,2%,-2,8%
Cn1c(=O)c2c(nc(N/N=C/c3cccnc3)n2Cc2ccccc2)n(C)c1=O,-1%,-6%,0.2%,-2%,3,1,-22%,-9,24%,5,1%
O=C(CC1C(=O)NCCN1C(=O)c1ccccc1)Nc1cc(Cl)ccc1Cl (stereo unspecified),6%,5%,0.4%,-2%,-11,/,0%,10,-1%,-7,0%
Cc1cc(C(=O)OC(C)C(=O)N2CCc3ccccc32)ccc1[N+](=O)[O-] (stereo unspecified),/,-8%,-1.2%,/,15,/,9%,-11,-5%,-10,4%
COc1ccc(C(=O)NCC(=O)OCC(=O)NCCC2=CCCCC2)cc1,-3%,18%,-0.2%,-3%,5,2,-10%,-8,6%,3,-1%
COc1ccccc1-n1nnnc1SCC(=O)NCC1CCCO1 (stereo unspecified),/,12%,-0.2%,/,-5,/,6%,5,5%,-3,3%
CCC(C)NC(=O)C1CCCN(S(=O)(=O)c2ccc3c(c2)CC(C)N3C(C)=O)C1 (stereo unspecified),/,6%,-1.1%,-3%,1,-1,-6%,-9,-1%,-2,2%
CCN(CC)C(=O)C(C(=O)c1cccc([N+](=O)[O-])c1)n1cc(Cl)ccc1=O (stereo unspecified),1%,8%,0.1%,2%,-10,-1,0%,27,-2%,/,-1%

# Compound profiles, from the list above. Values in the order: GALK inh, uPA generation, B2AR arrestin, PKM2 act, Giardia kill, Coupling enz, Eya2 inh, KCNH2 3.1 inh, BCR signal inh, hERG WT inh, USP2a block
# Cc1cc2c(cc1C)C(c1cccc(F)c1)CC(=O)N2 (stereo unspecified) across the screens: -3%, -19%, -0.3%, -5%, -27, 1, 10%, -4, -14%, -5, -1%
# CCCCN1C(=O)C(=O)N(CC(=O)Nc2cccc(C(C)=O)c2)C1=O across the screens: /, 3%, 0.1%, /, -8, /, -12%, -8, 2%, -3, 0%

# Source: PubChem BioAssay (National Center for Advancing Translational Sciences (NCATS))
